High-throughput results deposited in PubChem by Sanford-Burnham Center for Chemical Genomics.
Mdm2 MdmX PPI = inhibitors of human Mdm2-MdmX association, primary screen, cell-based, luminescence, split luciferase, SaOS-2, uHTS. AID 485346, 2010. Protein Mdm4 (Homo sapiens) + E3 ubiquitin-protein ligase Mdm2 (Homo sapiens), …. 330,000 compounds, 3% hits. inhibition, % at 8 µM. SaOS-2 split-luciferase Mdm2/MdmX complementation;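 active means inhibition of at least 50% at 8 µM in the primary screen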
Target sequence (O15151 whole entry, looked up): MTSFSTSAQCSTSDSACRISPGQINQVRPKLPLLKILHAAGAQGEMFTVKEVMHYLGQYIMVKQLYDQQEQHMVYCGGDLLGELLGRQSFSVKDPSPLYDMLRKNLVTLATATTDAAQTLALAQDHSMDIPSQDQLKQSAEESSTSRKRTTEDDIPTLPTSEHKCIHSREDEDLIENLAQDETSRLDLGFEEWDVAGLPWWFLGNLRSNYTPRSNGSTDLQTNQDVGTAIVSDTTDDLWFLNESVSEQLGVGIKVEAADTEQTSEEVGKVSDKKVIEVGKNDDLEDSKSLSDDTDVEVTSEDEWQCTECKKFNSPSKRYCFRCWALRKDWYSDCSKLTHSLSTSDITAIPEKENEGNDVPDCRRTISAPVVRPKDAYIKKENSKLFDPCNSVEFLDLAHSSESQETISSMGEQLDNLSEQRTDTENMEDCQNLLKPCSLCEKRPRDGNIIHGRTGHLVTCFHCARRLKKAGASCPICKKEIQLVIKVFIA
Target sequence (Q00987 whole entry, looked up): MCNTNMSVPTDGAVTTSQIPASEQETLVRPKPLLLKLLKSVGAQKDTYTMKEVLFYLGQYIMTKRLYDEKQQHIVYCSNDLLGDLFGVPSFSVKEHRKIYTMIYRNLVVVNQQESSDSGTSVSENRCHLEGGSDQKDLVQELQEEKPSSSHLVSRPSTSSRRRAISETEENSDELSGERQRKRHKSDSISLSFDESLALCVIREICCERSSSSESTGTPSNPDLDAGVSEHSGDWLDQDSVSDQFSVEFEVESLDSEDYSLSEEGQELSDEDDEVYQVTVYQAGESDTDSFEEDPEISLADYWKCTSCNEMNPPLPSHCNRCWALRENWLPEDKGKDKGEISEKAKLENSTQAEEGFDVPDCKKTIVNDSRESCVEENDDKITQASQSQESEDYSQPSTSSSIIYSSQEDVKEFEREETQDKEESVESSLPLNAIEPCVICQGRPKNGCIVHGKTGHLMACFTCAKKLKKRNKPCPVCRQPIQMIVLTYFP
tim10-1 inh = growth inhibitors of tim10-1 mutant yeast, primary screen, luminescence, uHTS | S. cerevisiae tim10-1 ts strain growth, BacTiter-Glo, 24 h | inhibition, % at 20 µM | 330,000 compounds, 2.2% hits | AID 463190, 2010;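 active means inhibition of at least 40%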;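 further: mutant grown at 25 °C; 0% = DMSO wells with yeast and 100% = wells holding no yeast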
TIM10 inh = growth inhibitors of isogenic TIM10 control yeast, primary screen, counter-screen for tim10-1 yeast inhibitor project, luminescence, uHTS | S. cerevisiae TIM10 strain growth, BacTiter-Glo luminescence, 24 h | inhibition, % at 10 µM | 330,000 compounds, 1.4% hits | AID 463195, 2010;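 active means inhibition of 40% or more at the single tested concentration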;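 further: wild-type TIM10 isogenic control strain grown at permissive 25 °C; 0% = DMSO yeast wells and 100% = minimal medium wells without yeast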
CHOP UPR activ = activators of apoptotic CHOP UPR arm, primary screen, cell-based, CHO-CHOP luciferase reporter, luminescence, uHTS; activation, % at 10 µM; UPR activation; percent of tunicamycin response over DMSO baseline; 330,000 compounds, 0.34% hits;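 active means at 10 µM dose, activation of 40% or more, normalized to positive control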;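 further: 100% = tunicamycin at 10 µg/mL and 0% = DMSO alone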
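Assay system: CHO-CHOP cells, stable luciferase reporter of PERK-eIF2a-CHOP signalling / Buffer or medium: F12 plus 10% serum / Compound dosing: one dose, 10 µM in 0.5% DMSO / Times: 6 h compound treatment, 37 °C / Technique: luciferase luminescence / Read-out: % reporter activation, DMSO baseline versus tunicamycin full activation / Benchmarks: tunicamycin and DMSO controls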
APJ ag = agonists of human apelin receptor APJ, primary screen, CHO-K1 cells, PathHunter beta-arrestin, luminescence; P35414; 0% DMSO wells, 100% apelin; activation, % at 20 µM; 330,000 compounds, 0.11% hits; AID 2520, 2010;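 active means activation more than six SD over the plate average, tested at 20 µM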;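 further: 0% = DMSO alone and 100% = apelin-13 at 10 nM; some results filed as inactive read as strong as hits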
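Test system: CHO-K1 APJ beta-arrestin complementation cell line. Amount: cell density 1000 per well. Controls: DMSO negative, 10 nM Apelin-13 positive. Signal: luminescent beta-gal fragment complementation, chemiluminescent substrate. Read-out basis: agonist-driven arrestin binding to APJ. Timing: compound stimulation 90 min at 25 °C, detection 60 min.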
tim23-1 inh = growth inhibitors of tim23-1 mutant yeast, primary screen, luminescence, uHTS; 330,000 compounds, 1.3% hits; AID 463212, 2010; S. cerevisiae tim23-1 growth, BacTiter-Glo luminescence, 24 h; inhibition, % at 20 µM;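 active means growth inhibition of the mutant yeast at or above 50%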;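 further: temperature-sensitive mutant grown at 25 °C; plate controls were DMSO-treated mutant yeast for no effect and medium wells lacking yeast for full effect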
APJ antag = antagonists of human apelin receptor APJ, primary screen, CHO-K1 cells, beta-arrestin complementation, luminescence; inhibition, % at 20 µM; 330,000 compounds, 0.32% hits; AID 2521, 2010; P35414;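 active means inhibition above about 40% at 20 µM, limit read from the data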;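 further: cells challenged with 10 nM apelin-13 agonist together with compound; plate controls were apelin-13 plus DMSO wells for no effect and DMSO wells lacking apelin-13 for full effect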
CXCR6 block = CXCR6 receptor inhibitors, primary screen, cell-based, beta-arrestin, luminescence, CHO-K1 PathHunter, 1536-well. C-X-C chemokine receptor type 6 (Homo sapiens), O00574. inhibition, % at 20 µM. 360,000 compounds, 0.36% hits. AID 602244, 2012; in the data active means inhibition above about 34%, passing the limit was not always enough;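 further: antagonist mode with CXCL16 agonist at 10 nM final; 0% = 10 nM CXCL16 with DMSO and 100% = unstimulated wells without agonist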
XBP1 UPR activ = activators of adaptive XBP1 UPR arm, primary screen, cell-based, CHO-XBP1 luciferase reporter, luminescence, uHTS; AID 463104, 2010; IRE1-XBP1 UPR activation; percent of tunicamycin response, DMSO as zero; 330,000 compounds, 0.33% hits; activation, % at 20 µM;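 active means versus positive control, 20 µM dose yields 30% or more activation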;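 further: 100% = tunicamycin at 10 µg/mL and 0% = DMSO only wells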
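Material: IRE1-XBP1 luciferase reporter CHO line / Quantity: one thousand reporter cells per well / Buffer or medium: F12 with 10% serum / Compound: 20 µM single concentration, DMSO 1% / Times: 6 h treatment, 37 °C / Detection: Steady-Glo luciferase glow luminescence, 10 min after reagent addition / Benchmarks: tunicamycin high, DMSO low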
An asterisk follows results filed as active; . = not tested or not shown; & = joins results of further samples.

1: CCCNC(=O)C(Cc1ccc(Cl)cc1)NC(=O)c1ccc(C#N)cc1 (configuration not stated)
2: Cn1c(=O)c(NC(=O)c2ccccc2)c2n(c1=S)CCCCC2
3: COCCCN(C(=O)C1CCCCC1)c1c(N)n(Cc2ccccc2)c(=O)[nH]c1=O
4: C[N+]1(C2CCC3CCCC2C3O)CCCC1 (configuration not stated)
5: Cn1cc(CNCc2ccc(-n3cccn3)cc2)c(-c2ccccc2F)n1
6: CN(C)C(=O)Oc1cccc([N+](C)(C)C)c1
7: COc1ccc(CN(C(=O)CN2C(=O)c3ccccc3S2(=O)=O)C(C(=O)NCC2CCCO2)c2ccncc2)cc1 (configuration not stated)
8: CC(=O)N(/N=C/c1ccc([N+](=O)[O-])o1)c1nc2ccccc2c(=O)n1-c1ccccc1
9: COC(=O)c1ccc(-c2cc(C(=O)O)c3cc4c(cc3n2)OCCO4)cc1
10: COc1cc(NC(=S)N2CCN(C)CC2)c(OC)cc1Cl

compound no. | 1 | 2 | 3 | 4 | 5 | 6 | 7 | 8 | 9 | 10
Mdm2 MdmX PPI | 33 | -26 | -22 | 15 | 25 | 25&16 | 18 | 19 | 9 | -5
tim10-1 inh | 3 | 0 | 4 | 5 | 5 | -5&-17 | -1 | 11 | 13 | 4
TIM10 inh | -1 | -1 | 5 | 8 | 3 | -9&5 | 2 | 6 | 3 | 0
CHOP UPR activ | 0.2 | -2.0 | 0.3 | -2.2 | -0.5 | 0.8&-0.2 | 0.8 | 2.8 | 0.2 | 0.0
APJ ag | -4 | 6 | 1 | -4 | -2 | -1&3 | 2 | 2 | 0 | 0
tim23-1 inh | 12 | 23 | 14 | -14 | 4 | -5&-13 | -5 | 37 | 25 | 5
APJ antag | 3 | -6 | 8 | 5 | 7 | 4&-2 | 14 | -23 | 13 | -2
CXCR6 block | 0 | 4 | -7 | -3 | -5 | 5&-6 | 10 | 4 | 1 | 3
XBP1 UPR activ | -1 | 2 | -2 | 2 | -1 | 1&-7 | 1 | 3 | 3 | -1

11: Cc1cc2ncc(S(=O)(=O)C(C)(C)C)c(N)n2n1
12: COC(=O)[C@@H](NC(=O)N1CCC(C)CC1)C(C)C
13: COc1ccc(Cc2nnc(NC(=O)Nc3ccccc3F)s2)cc1
14: Cc1ccc(NC(=S)N2CCCN(Cc3ccc(F)cc3)C2)c(C)c1
15: Cc1cc2nc(-c3ccc(SCC(=O)NC(C)C)nc3)[nH]c2cc1C
16: CCOc1ccc(NC(=S)NC(=O)c2c(Cl)c(C)nn2C)c([N+](=O)[O-])c1
17: COc1cc(C)c(C)cc1S(=O)(=O)N1CCN(Cc2ccc3c(c2)OCO3)CC1
18: O=C(O)c1ccc(COc2ccccc2Cl)cc1
19: O=C(OCc1ccc(Br)cc1)c1cccc(S(=O)(=O)N2CCCC2)c1
20: CCn1ccnc1CNC(=O)c1cc(COc2ccc(F)cc2F)on1

compound no. | 11 | 12 | 13 | 14 | 15 | 16 | 17 | 18 | 19 | 20
Mdm2 MdmX PPI | -3 | 33 | 14 | -33 | -52 | 38 | 24 | -5 | -7 | -5
tim10-1 inh | 3 | 20 | 14 | 8 | -2 | 1 | 21 | 16 | 22 | 11
TIM10 inh | 1 | 29 | 8 | -26 | 1 | -6 | 5 | 27 | 7 | 7
CHOP UPR activ | 0.0 | -0.6 | -0.1 | -1.0 | 4.5 | 2.5 | 1.3 | 3.1 | 1.5 | 2.2
APJ ag | -2 | -4 | -3 | -3 | 1 | 1 | -2 | 4 | -5 | -1
tim23-1 inh | 7 | 15 | 16 | 8 | 5 | -24 | 29 | 24 | 16 | -5
APJ antag | 5 | 7 | -16 | -23 | -34 | 1 | 9 | -7 | 14 | -4
CXCR6 block | -1 | 1 | 2 | 0 | . | 10 | -1 | 3 | -3 | -5
XBP1 UPR activ | -3 | -4 | -2 | -1 | 1 | -3 | -1 | 0 | -4 | -2

Down the list, from the results shown:
Compounds 11 to 20 in XBP1 UPR activ, in turn: -3, -4, -2, -1, 1, -3, -1, 0, -4, -2

Other compounds
21: COc1ccc(C(=O)N2N=C(c3ccc(NS(C)(=O)=O)cc3)CC2c2cccs2)cc1 (configuration not stated)
22: O=C(CCS(=O)(=O)Cc1cccc(Cl)c1)NCCc1ccccc1
23: COc1ccc(CC(=O)Nc2ncc([N+](=O)[O-])s2)cc1OC
24: CCN(CC(=O)Nc1ccc(OC)cc1)CC(=O)Nc1sc2c(c1C(=O)OC)CCCC2
25: CC(NC(=S)NC(=O)c1ccccc1Br)c1ccccc1 (configuration not stated)
26: CC1CCCCC1NC(=O)CSc1nncn1N (configuration not stated)
27: COc1ccc(C(C)NC(=O)C23CC4CC(CC(C4)C2)C3)cc1OC (configuration not stated)
28: CCCC(=O)NNC(=O)Nc1ccccc1
29: Cc1cc(F)ccc1NCc1cc2c(cc1[N+](=O)[O-])OCO2
30: O=C(NC(=S)Nc1ccccc1Cl)c1ccco1

compound no. | 21 | 22 | 23 | 24 | 25 | 26 | 27 | 28 | 29 | 30
Mdm2 MdmX PPI | -4 | 14 | 10 | 26 | 15 | -21 | -12 | 15 | 35 | -38
tim10-1 inh | 15 | 9 | 12 | -6 | 13 | 0 | 19 | 11 | 29 | 14
TIM10 inh | -17 | -9 | 4 | 21 | 35 | 13 | 13 | -5 | 45* | -1
CHOP UPR activ | -1.1 | 0.1 | -1.2 | 3.0 | -0.8 | -1.6 | -0.5 | 0.0 | -1.5 | 5.1
APJ ag | 4 | -4 | -2 | -3 | -4 | -2 | -2 | -4 | 14 | -4
tim23-1 inh | 7 | 9 | 28 | 14 | 38 | 36 | 28 | 14 | 34 | 24
APJ antag | -15 | 7 | 9 | -8 | 19 | 9 | -8 | -1 | -32 | 2
CXCR6 block | 3 | -5 | 6 | -3 | 8 | -3 | 6 | 5 | 7 | 14
XBP1 UPR activ | 1 | -3 | -2 | 4 | -4 | 0 | 1 | -2 | -2 | 7

2 entries from above, as labelled records:
#28 CCCC(=O)NNC(=O)Nc1ccccc1
  Mdm2 MdmX PPI: 15 | tim10-1 inh: 11 | TIM10 inh: -5 | CHOP UPR activ: 0.0 | APJ ag: -4 | tim23-1 inh: 14 | APJ antag: -1 | CXCR6 block: 5 | XBP1 UPR activ: -2
#29 Cc1cc(F)ccc1NCc1cc2c(cc1[N+](=O)[O-])OCO2
  Mdm2 MdmX PPI: 35 | tim10-1 inh: 29 | TIM10 inh: 45* | CHOP UPR activ: -1.5 | APJ ag: 14 | tim23-1 inh: 34 | APJ antag: -32 | CXCR6 block: 7 | XBP1 UPR activ: -2

The listing continues.
31: O=C(CN1C2CCCC1CC(NC(=O)c1ccco1)C2)Nc1ccccc1C(F)(F)F (configuration not stated)
32: COc1ccc(C(=O)NC(=S)Nc2ccc(CN3CCOCC3)cc2)cc1
33: CCOc1nc(N2CCOCC2)nc(N2CCOCC2)n1
34: COC(=O)c1c(C(=O)OC)c2cc(C(=O)c3ccccc3)ccn2c1Cl
35: Cc1ccc(C(=O)Cn2c(C(=O)/C=C/c3ccccc3)nc3ccccc32)cc1
36: O=C1c2ccccc2C(=O)N1CCc1csc(-c2cccc(Cl)c2)n1
37: CCOC(=O)c1sc(=S)n(-c2ccccc2)c1C
38: c1ccc(-c2c3ccccc3nc3[nH]c4ccccc4c23)cc1
39: CCN(CC)c1ccc(NC(=O)Nc2ccc(C(C)=O)cc2)cc1
40: CNCc1c(OCc2ccc(F)cc2)ccc2ccccc12

compound no. | 31 | 32 | 33 | 34 | 35 | 36 | 37 | 38 | 39 | 40
Mdm2 MdmX PPI | 23 | 10 | 14 | 18 | 56* | -20 | 12 | 29 | -18 | 30
tim10-1 inh | 16 | -4 | 1 | 19 | 38 | 0 | 3 | -1 | -14 | -5
TIM10 inh | 23 | 0 | -6 | 3 | 43* | -8 | -9 | -38 | -7 | 8
CHOP UPR activ | 0.2 | 2.0 | -2.2 | 1.7 | 249* | 5.4 | 0.7 | -0.8 | 2.5 | -1.2
APJ ag | -6 | -4 | -2 | 0 | 2 | -3 | 1 | 3 | 8 | 1
tim23-1 inh | 19 | 13 | 21 | 12 | 30 | 25 | 25 | 26 | -5 | -2
APJ antag | 1 | -13 | 8 | 6 | 8 | 18 | -3 | -36 | 2 | -5
CXCR6 block | -5 | 6 | -4 | 2 | 17 | 4 | 2 | 2 | 3 | -4
XBP1 UPR activ | 0 | 2 | -3 | -2 | 32* | 2 | 7 | 1 | 4 | -1

41: O=C(CSc1nnnn1-c1cccc2ccccc12)Nc1ccc(C(=O)O)cc1
42: COc1c(C)cc(C(=O)C2CCCN(C(=O)c3cc(C)nc(C)n3)C2)cc1C (configuration not stated)
43: c1ccc2c(c1)ccc1ncccc12
44: COCC(=O)Nc1cc(C)cn(Cc2ccccc2Cl)c1=O
45: Cc1ccccc1NC(=O)CCN1C(=O)c2ccccc2C1=O
46: Cc1oc2c(cc(NS(=O)(=O)c3ccc(C(C)C)cc3)c3ccccc32)c1C(=O)O
47: CCc1ccccc1NC(=O)CNC(=O)c1ccc(OCc2cn3ccccc3n2)cc1
48: O=[N+]([O-])c1ccc(NCc2ccccn2)nc1
49: COc1ccc(CNC(=O)CN(Cc2ccc(F)cc2)C(=O)c2csnn2)cc1
50: Cc1c(N=C2NN=C(c3c[nH]c4ccccc34)CS2)c(=O)n(-c2ccccc2)n1C
51: CCN(CCCNC(=O)CN(C)S(=O)(=O)c1cccc2nsnc12)c1ccccc1

compound no. | 41 | 42 | 43 | 44 | 45 | 46 | 47 | 48 | 49 | 50 | 51
Mdm2 MdmX PPI | -2 | 8 | 9 | -6 | -10 | 14 | -14 | 1 | 18 | -25 | 8
tim10-1 inh | -13 | 15 | 8 | 1 | -27 | 15 | -15 | 6 | 1 | 25 | 16
TIM10 inh | -5 | 0 | -4 | -4 | -3 | 16 | -35 | -5 | 6 | 13 | 19
CHOP UPR activ | -2.6 | 0.5 | -1.3 | 3.2 | 2.7 | 1.1 | -1.1 | -1.2 | 0.6 | -1.4 | -1.5
APJ ag | 4 | -2 | 0 | -5 | 0 | 2 | 0 | -2 | -2 | 3 | 2
tim23-1 inh | -12 | 14 | 5 | 11 | 1 | 23 | -11 | 12 | 8 | 11 | 7
APJ antag | 7 | 1 | 13 | -21 | 13 | -17 | 4 | 2 | 22 | 4 | 7
CXCR6 block | -18 | -2 | -5 | 4 | 2 | -6 | -1 | 6 | -1 | -4 | 6
XBP1 UPR activ | -5 | -1 | 0 | -1 | -5 | -2 | -1 | -1 | -5 | -3 | -3

A portion of the library; rates above refer to the full screens.
